High-throughput results as filed in PubChem BioAssay.
hERG protect – compounds protecting human hERG from proarrhythmic drug block; activation (rescue from dofetilide block), less the hit threshold, % at 10 µM; actives 0.51% (n = 310,000); CHO-hERG, FluxOR thallium flux, dofetilide IC70 present; Q12809;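 active = activation above the mean of controls blocked by dofetilide plus 5 SD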;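 also: thallium influx through hERG after potassium depolarization seen as dye fluorescence rise; in these data hits start at about 4.7%; inactives centre near -7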
Target sequence (Q12809 whole entry, looked up): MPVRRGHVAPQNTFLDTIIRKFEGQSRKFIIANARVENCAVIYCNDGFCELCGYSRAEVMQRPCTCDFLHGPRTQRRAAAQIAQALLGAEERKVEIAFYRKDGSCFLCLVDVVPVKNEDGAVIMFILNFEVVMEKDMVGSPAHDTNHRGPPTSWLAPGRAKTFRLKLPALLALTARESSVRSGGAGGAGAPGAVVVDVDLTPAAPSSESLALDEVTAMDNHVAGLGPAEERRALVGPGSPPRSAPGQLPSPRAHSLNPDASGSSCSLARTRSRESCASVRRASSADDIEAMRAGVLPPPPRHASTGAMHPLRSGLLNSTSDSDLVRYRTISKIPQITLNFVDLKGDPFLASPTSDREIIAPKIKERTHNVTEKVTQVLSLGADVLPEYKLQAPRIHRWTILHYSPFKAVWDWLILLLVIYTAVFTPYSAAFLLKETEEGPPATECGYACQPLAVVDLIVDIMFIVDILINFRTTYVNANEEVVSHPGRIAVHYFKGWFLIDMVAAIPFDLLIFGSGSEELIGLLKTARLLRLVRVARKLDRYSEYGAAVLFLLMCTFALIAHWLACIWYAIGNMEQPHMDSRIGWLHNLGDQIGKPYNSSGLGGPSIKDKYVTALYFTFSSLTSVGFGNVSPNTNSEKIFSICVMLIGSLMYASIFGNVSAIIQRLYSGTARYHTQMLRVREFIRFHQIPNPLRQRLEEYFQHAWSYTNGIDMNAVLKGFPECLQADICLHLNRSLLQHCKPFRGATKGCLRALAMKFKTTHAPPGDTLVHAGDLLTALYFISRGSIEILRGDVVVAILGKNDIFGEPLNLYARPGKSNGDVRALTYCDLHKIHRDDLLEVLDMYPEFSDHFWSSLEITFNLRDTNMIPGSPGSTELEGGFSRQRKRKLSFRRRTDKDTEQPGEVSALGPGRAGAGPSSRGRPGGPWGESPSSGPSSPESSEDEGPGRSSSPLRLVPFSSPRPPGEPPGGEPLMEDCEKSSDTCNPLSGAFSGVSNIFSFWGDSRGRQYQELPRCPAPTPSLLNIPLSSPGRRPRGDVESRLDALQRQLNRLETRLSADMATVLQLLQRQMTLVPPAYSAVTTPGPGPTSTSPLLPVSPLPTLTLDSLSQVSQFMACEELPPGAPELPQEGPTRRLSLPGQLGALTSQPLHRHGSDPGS
RGS4 inh – human RGS4 inhibition. P49798. HEK293 M3R/RGS4 inducible, Fluo-4 calcium flux; active compounds read high; triggered by carbachol at its EC20. B-score at 10 µM. actives 0.45% (n = 310,000);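 active = B-score, a plate-corrected calcium signal, over three deviations above library mean, with baseline fluorescence within five deviations of library mean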;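 also: RGS4 expression induced by doxycycline in cells with stable M3 receptor; B-score is computed from the integrated fluorescence ratio over baseline after carbachol; higher B-score means a larger calcium signal and so more RGS4 inhibition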
RGS4 act – potentiators or activators of RGS4; B-score at 10 µM; actives 0.92% (n = 310,000); HEK293 M3R/inducible RGS4, carbachol calcium flux Fluo4; active compounds read low;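 active = B-score of the integrated calcium signal more than 4 SD below the library mean, with starting fluorescence not abnormally high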;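 also: negative B-score means reduced calcium response which marks RGS4 activation or potentiation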
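Test system: HEK293 cells with stable M3R and inducible RGS4; also added: carbachol at ECmax as muscarinic agonist stimulus; schedule: dye loading 30 min 37 °C, buffer rest 30 min RT; technique: kinetic calcium fluorescence imaging with Fluo4-AM dye, 2 µM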
HDAC3 inh – blocks human histone deacetylase 3; AID 2718; inhibition, % at 8.3 µM; actives 0.15% (n = 320,000); O15379; recombinant HDAC3, fluorogenic peptide/trypsin coupled, fluorescence; in the data active = inhibition above about 26%, passing the limit was not always enough; inconclusive = no clear call, values can overlap the other calls
KCNQ1 act – human KCNQ1 channel potentiation or activation; AID 2648; P51787; CHO-K1 KCNQ1, thallium flux FluxOR fluorescence; active compounds read high; actives 0.35% (n = 310,000); B-score at 10 µM;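 active = fluorescence ratio B-score, a plate-corrected score, at least three library SD, with initial intensity B-score within 5 SD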
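Doses: Single concentration per compound, DMSO matched to controls | Test system: KCNQ1-transfected CHO-K1 cells | Timing: 90 min dye loading and 20 min compound exposure, both at room temperature | Measured by: Kinetic FluxOR thallium fluorescence, 10-s 1-Hz baseline, 110-s post-stimulus read | Medium: Assay buffer with matched DMSO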
KCNK3 block – human KCNK3 channel inhibition, primary screen; O14649; CHO-KCNK3 thallium flux, FluxOR fluorescence; active compounds read low; B-score at 10 µM; actives 0.84% (n = 340,000); AID 602410;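 active = B-score under library mean minus 4 SD, starting fluorescence ratio at most library mean plus 5 SD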;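 also: more negative B-score means stronger inhibition of thallium flux through KCNK3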
SKKanGAS inh – blocks kanamycin growth of S. pyogenes SKKanGAS strain | BacTiter-Glo, 6 h | inhibition, % at 7.5 µM | actives 1.3% (n = 300,000);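 active = mean replicate score, as percent of positive control median, at least 50; inconclusive = mean below 50 but one replicate at or above 50; inactive = mean and every replicate below 50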;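 also: strain carries kanamycin resistance gene driven by streptokinase promoter and grows in 40 µg/ml kanamycin; loss of luminescence reflects streptokinase promoter inhibition or plain growth inhibition; 0% = median of DMSO wells and 100% = positive control at its reference dose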
KCNK9 inh – inhibitors of human KCNK9 two-pore domain potassium channel; AID 488922; HEK293 KCNK9, FluxOR thallium flux fluorescence; active compounds read low; Q9NPC2; actives 1.2% (n = 310,000); B-score at 10 µM;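 active = ratio B-score over 3 SD below the library mean, with starting fluorescence within 5 SD of its mean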;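 also: negative B-score means less thallium flux so channel inhibition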
TMEM16A inh – mouse TMEM16A channel inhibition, primary screen. Q8BHY3. HEK293 TMEM16A/YFP iodide influx fluorescence, ionomycin. normalized B-score (activity score, 25-100; higher = stronger inhibition) at 10 µM. actives 1.2% (n = 310,000). AID 588511;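 active = ratio plate-corrected score three or more library SD toward inhibition, starting fluorescence score within five deviations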;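 also: score derived from kinetic fluorescence span divided by baseline fluorescence per well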
TMEM16A act – mouse TMEM16A channel activation, primary screen; Q8BHY3; HEK293 TMEM16A/YFP-H148Q/I152L, iodide quench fluorescence; active compounds read low; B-score at 10 µM; actives 0.3% (n = 340,000); AID 623877;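 active = fluorescence-ratio B-score plate-corrected deviation score at least 3 library SD below zero, with starting fluorescence score within 5 deviations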;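 also: channel opened by trigger with iodide after compound preincubation; score built on the fluorescence ratio of max minus min over baseline; more negative score means more quench and so TMEM16A activation or potentiation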
KCNQ1 inh – human KCNQ1 channel inhibition; P51787; actives 1.3% (n = 310,000); B-score at 10 µM; AID 2642; CHO-K1 KCNQ1, FluxOR thallium flux fluorescence; active compounds read high;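 active = compounds whose thallium flux B-score, printed positive for inhibition, exceeds three library SD while starting fluorescence stays within three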;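 also: channel opened by potassium depolarization with thallium stimulus after 20 min compound exposure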
Numbers without * were called inactive; i = inactive; ? = inconclusive; · = no result given.

SMILES	hERG protect	RGS4 inh	RGS4 act	HDAC3 inh	KCNQ1 act	KCNK3 block	SKKanGAS inh	KCNK9 inh	TMEM16A inh	TMEM16A act	KCNQ1 inh
Cn1c(N)c(Sc2ccccc2[N+](=O)[O-])c(=O)n(C)c1=O	-7	i	i	-4	i	i	15	i	i	i	i
O=c1c2c(nc3cc(-c4ccccc4)[nH]n13)CCC2	-5	i	i	-15	i	i	5	i	i	i	i
CCOC(=O)C1(Cc2ccccc2)CCCN(C2CCCC2)C1 (configuration not stated)	-17	i	i	1	i	i	5	i	i	i	i
CC1CCC(C(=O)c2c(O)c3ccccc3oc2=O)CC1 (configuration not stated)	-23	i	i	1	i	i	53*	i	i	i	i
COC(=O)c1ccccc1NC(=O)CSc1nnc(-c2cccnc2)n1C	-6	i	i	-1	i	i	0	i	i	i	i
CCOc1ccc(N(Cc2cc3cc(OC)ccc3[nH]c2=O)S(C)(=O)=O)cc1	-6	i	i	0	i	i	-2	i	i	i	i
COc1c(C)c2c(c(O)c1C/C=C(\C)CCC(=O)O)C(=O)OC2	-6	i	i	-4	i	i	8	i	i	i	i
CCOc1ccc(NC(=O)N2CCC(NC(=O)C(Cc3cccc(F)c3)NC(C)=O)CC2)cc1 (configuration not stated)	-11	i	i	-8	i	i	3	i	i	i	i
CNC(=O)CSc1nc(SC)ns1	-9	i	i	12	i	i	-5	i	i	i	i
O=C(Nc1nnc(SCC(=O)N2CCOCC2)s1)c1ccccc1	-7	i	i	5	i	i	20	i	i	i	i
Clc1ccc(-n2ncc3c(NCc4ccc5c(c4)OCO5)ncnc32)cc1	-1	i	i	-2	i	i	10	i	i	i	i
CCN(CC)C(=O)c1ccc(Oc2ccc([N+](=O)[O-])cc2Cl)cc1	-12	i	i	-7	i	i	3	i	i	i	i
COc1cc(NC(=O)C2CC(c3ccccc3O)=NO2)c(OC)cc1Cl (configuration not stated)	-1	i	i	-16	i	i	-3	i	i	i	i
Cc1ccc(C)c(S(=O)(=O)N2CCCCC2CCNC(=O)C(=O)NCc2cccnc2)c1 (configuration not stated)	-16	i	i	-11	i	i	-3	i	i	i	i
COc1ccc(N2CCN(C(=O)CN(c3ccccc3)S(=O)(=O)c3ccc(OC)cc3)CC2)cc1	-7	i	i	-5	i	i	-4	i	i	i	i
CC(C(O)c1cc(=O)c(OCc2ccccc2)co1)[N+](=O)[O-] (configuration not stated)	-11	i	i	-2	i	i	-3	i	i	i	i
O=C1C(=O)N(CCCN2CCOCC2)C(c2ccc([N+](=O)[O-])cc2)/C1=C(/O)c1ccc2c(c1)OCO2 (configuration not stated)	-4	i	i	·	i	i	1	i	i	i	i
O=c1[nH]c2cc3ccccc3cc2nc1C(F)(F)F	0	i	i	1	i	i	10	i	i	i	i
CCOC(=O)CN1Cc2cccc(C(=O)O)c2C1=O	-5	i	i	?	i	i	4	i	i	i	i
Cc1ccccc1S(=O)(=O)Cc1ccc(C(=O)NC2CCCC2)o1	-5	i	i	-1	i	i	1	i	i	i	i
CCc1ccc(CN2CCCC(CCC(=O)N3CCN(c4ccccn4)CC3)C2)o1 (configuration not stated)	-16	i	i	·	i	i	-8	i	i	i	i
CCN(CC)CCCNC(=S)Nc1ccc(Br)cc1	-4	i	i	-2	i	i	1	i	i	i	i
COC(=O)c1cc(S(=O)(=O)NCC2CCN(Cc3cccc(Cl)c3)CC2)c[nH]1	-3	i	i	-5	i	i	2	i	i	i	i
O=C(Nc1nnc(C2CC2)s1)c1cccnc1Oc1ccc(Cl)cc1	-4	i	i	-2	i	i	-2	i	i	i	i
CN(C)/C=C/C(=O)c1ccc(OCCN(C)c2ccccn2)cc1	-9	i	i	-6	i	i	-3	i	i	i	i
Cc1ccc(C)c(S(=O)(=O)NCc2ccc(C(=O)N3CCC(Cc4ccccc4)CC3)cc2)c1	-10	i	i	21	i	i	3	i	i	i	7*
O=C(COc1ccc(-c2ccccc2)cc1)N/N=C/c1ccccc1Br	-6	i	i	6	i	i	19	i	i	i	i
COc1ccc(OC)c(C2(O)CSC(=Nc3cccnc3)N2Cc2ccco2)c1 (configuration not stated)	-16	i	i	1	i	-11*	10	i	i	i	i
CC(=O)Nc1ccc(S(=O)(=O)N(C)Cc2ccccc2)cc1	-3	i	i	-8	i	i	-8	i	i	i	i
C/C(CC(=O)Nc1cc(C)ccn1)=N\NC(=O)c1cccc(C)c1O	-6	i	i	-1	i	i	5	i	i	i	i

Retrieved by compound from the list above, six records:
SMILES	hERG protect	RGS4 inh	RGS4 act	HDAC3 inh	KCNQ1 act	KCNK3 block	SKKanGAS inh	KCNK9 inh	TMEM16A inh	TMEM16A act	KCNQ1 inh
COC(=O)c1cc(S(=O)(=O)NCC2CCN(Cc3cccc(Cl)c3)CC2)c[nH]1	-3	i	i	-5	i	i	2	i	i	i	i
CC(=O)Nc1ccc(S(=O)(=O)N(C)Cc2ccccc2)cc1	-3	i	i	-8	i	i	-8	i	i	i	i
CCOC(=O)CN1Cc2cccc(C(=O)O)c2C1=O	-5	i	i	?	i	i	4	i	i	i	i
C/C(CC(=O)Nc1cc(C)ccn1)=N\NC(=O)c1cccc(C)c1O	-6	i	i	-1	i	i	5	i	i	i	i
CCc1ccc(CN2CCCC(CCC(=O)N3CCN(c4ccccn4)CC3)C2)o1 (configuration not stated)	-16	i	i	·	i	i	-8	i	i	i	i
CN(C)/C=C/C(=O)c1ccc(OCCN(C)c2ccccn2)cc1	-9	i	i	-6	i	i	-3	i	i	i	i

The listing continues:
SMILES	hERG protect	RGS4 inh	RGS4 act	HDAC3 inh	KCNQ1 act	KCNK3 block	SKKanGAS inh	KCNK9 inh	TMEM16A inh	TMEM16A act	KCNQ1 inh
Cc1nc(-c2ccc(NC(=O)c3ccccc3)cc2)cs1	-9	i	i	7	i	i	11	i	i	i	i
Cc1cc(-c2ccccc2)nc(N(C)N)c1S(C)(=O)=O	-10	i	i	-15	i	i	-4	i	i	i	i
COc1ccc(-n2c(COc3ccccc3)n[nH]c2=S)cc1	-7	i	i	10	i	i	-1	i	i	i	i
O=c1[nH]c(CSc2nnc3ccccn23)nc2ccccc12	-2	i	i	-1	i	i	5	i	i	i	i
Cc1ccccc1NS(=O)(=O)c1ccc(C(=O)NCCCN2CCCC2=O)cc1	-20	i	i	7	i	i	0	i	i	i	i
COc1cc2c(cc1NC(=S)NC(=O)/C=C/c1ccco1)oc1ccccc12	-10	i	i	3	i	i	2	i	i	i	i
N#C/C(=C\c1cn(Cc2ccccc2C#N)c2ccccc12)C(=O)NCc1cccs1	-17	i	i	3	i	·	6	i	i	·	i
Cc1cccc(NC(=O)CCC(=O)OCc2ccc(Br)cc2)c1	-3	i	i	-7	i	i	1	i	i	i	i
CCN(CC(=O)NC)S(=O)(=O)c1ccc(C)cc1	-8	i	i	0	i	i	-3	i	i	i	i
CC(C)c1nc2cc(C(=O)NC(c3cccnc3)C(F)(F)F)ccc2o1 (configuration not stated)	-8	i	i	1	i	i	1	i	i	i	i
CC(=O)Nc1cccc(/C(C)=N/NC(=O)c2ccc(O)cc2)c1	-2	i	i	-5	i	i	-4	i	i	i	i
CS(=O)(=O)N(CC(=O)NC1CCCC1)c1cccc(F)c1	-6	i	i	4	i	i	3	i	i	i	i
O=C(COC(=O)c1ccccc1O)Nc1cc([N+](=O)[O-])ccc1Cl	-5	i	i	·	i	i	9	i	i	i	i
N#Cc1cc(-c2ccc(Cl)cc2)cnc1Sc1ccc(F)cc1	-6	i	i	-1	i	i	16	i	i	i	i
COCCCNC(=O)Cc1c(C)c2cc3c(cc2oc1=O)OC(C)(C)CC3	0	i	i	-94	i	i	-4	i	i	i	i
Cc1cc(S(=O)(=O)Nc2ccc(N(C)C)cc2)c(C)s1	-10	i	i	1	i	i	2	i	i	i	i
Cn1cnnc1SCc1ccc(C(=O)O)cc1	-3	i	i	2	i	i	4	i	i	i	i
CC(=O)n1cc(N(C(=O)CCl)c2ccc([N+](=O)[O-])cc2)c2ccccc21	-13	i	i	3	i	i	8	i	i	i	7*
O=C(NCC1CCCO1)c1sc2cc(Cl)ccc2c1Cl (configuration not stated)	-9	i	i	4	i	i	1	i	i	i	i
COc1ccc(Cc2nnc(SCC(=O)Nc3ccccc3)[nH]c2=O)cc1	-6	i	i	·	i	i	30	i	i	i	i
O=C(COc1ccc(Br)cc1)N(Cc1ccco1)C1CCS(=O)(=O)C1 (configuration not stated)	-6	i	i	0	i	i	-2	i	i	i	i
CCOC(=O)c1ccc(NC(=O)C2C3CCC(C3)C2C(=O)O)cc1 (configuration not stated)	-6	i	i	-11	i	i	3	i	i	i	i
O=C(C1CCCCC1)N1CCCn2c1nc1ccccc12	-7	i	i	-4	i	i	4	i	i	i	i
CCN1C(=O)C(CC(=O)Nc2ccccc2)S/C1=N\c1ccccn1 (configuration not stated)	-21	i	i	0	i	i	4	i	i	i	i
Cc1cc(NS(=O)(=O)c2ccc(NC(=O)c3ccco3)cc2)no1	-3	i	i	?	i	i	2	i	i	i	i
O=C1CCC([N+](=O)[O-])C(c2cccc(Cl)c2Cl)N1 (configuration not stated)	-5	i	i	1	i	i	-16	i	i	i	i
O=C(CSc1nnc(-c2ccc(S(=O)(=O)N3CCCC3)cc2)o1)NCc1ccco1	-10	i	i	-5	i	i	5	i	i	i	i
N#Cc1nc(Cc2ccccc2)oc1NCCCn1ccnc1	-2	i	i	·	i	i	0	i	i	i	i
CC1(C)CC(=O)C(CC(=O)NC2CCCc3ccccc32)C(=O)C1 (configuration not stated)	-7	i	i	-6	i	i	12	i	i	i	i
CC1Cc2ccccc2N1C(=O)CSc1nnnn1-c1ccc2c(c1)OCCO2 (configuration not stated)	-8	i	i	3	i	i	2	i	i	i	i
Cc1ccc(C2=NOC(C)(c3nnc(-c4ccc(F)cc4)o3)C2)cc1 (configuration not stated)	-11	i	i	-7	i	i	-5	i	i	i	i
N#Cc1ccc(/C=N/NC(=O)c2cccc(S(=O)(=O)N3CCOCC3)c2)cc1	-5	i	i	7	i	i	18	i	i	i	i
